High-throughput results deposited in PubChem by National Center for Advancing Translational Sciences (NCATS).
RGS4 inh – Inhibitors of Regulator of G Protein Signaling (RGS) 4: qHTS | Regulator of G-protein signaling 4 (Homo sapiens), P49798 | Transcreener GDP fluorescence polarization, RGS4-accelerated GTP hydrolysis | Potency, µM (top dose mostly 114 µM), for the others: at the top dose activity change, negative = inhibition, hits mostly inhibitors | 0.039% of 390,000 active; note: % is set by controls: 0 for no effect and ±100 for the full control effect; nearly all actives have a fitted effect of over 75% in size; some results filed as inactive show a strong effect at the top dose
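MLSMR compounds (23 nl, pin-transferred) preincubated 10 min at room temperature with a 500nM (2x) first reagent, then RGS4 at 900nM (2x) plus Transcreener GDP mix added; fluorescence polarization (620/688 nm) read before and after 90 min at 30 °C.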
GLS inh – qHTS for Inhibitors of Glutaminase (GLS); Glutaminase kidney isoform, mitochondrial (Homo sapiens), O94925; GLS enzymatic activity, qHTS titration; Potency, µM (top dose mostly 45.5 µM), inactives show at the top dose activity change, negative = inhibition, hits mostly inhibitors; 0.21% of 410,000 active; AID 624170, 2012; note: % is set by controls: 0 for no effect and ±100 for the full control effect
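hKGA in 45 mM KH2PO4 (pH 8.2), 0.02% Tween-20 with compound, then 1mM L-Glutamine (stock as added) plus glutamate oxidase/HRP/Amplex red coupling mix. Fluorescence read initially and after 30 min at RT; signal change reflects glutamate formation.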
JMJD2A Tudor – qHTS Assay for Inhibitors of JMJD2A-Tudor Domain. Potency, µM (top dose mostly 114 µM), for inactives: at the top dose activity change, negative = inhibition, hits mostly inhibitors. 4.4% of 390,000 active. AlphaScreen JMJD2A-Tudor / H3K4me3 peptide binding; note: % is set by controls: 0 for no effect and ±100 for the full control effect; nearly all actives have a fitted effect of over 50% in size
ERG-DNA inh – qHTS for Small Molecule Inhibitors of the ERG Ets/DNA interaction | fluorescence polarization, His-ERG Ets domain / labelled DNA | Potency, µM (titrated, usually from 76.9 µM), for the others: at the highest dose FP activity, negative = inhibition, actives largely listed as inhibitors | Transcriptional regulator ERG (Homo sapiens), P11308 | 0.028% of 370,000 active; active = well fitted inhibition curve with a large enough effect in the polarisation, with a control signal flat; inconclusive = small, poorly fitted or top-dose-only effect, or effect the other way, or a change in a side signal; inactive = no such curve, though single readings can be large or run the other way; the % refers to the polarisation;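 note: polarization taken with two DNA probes labelled with fluorescein and Texas red; % of control where 0% means no effect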
Target sequence (P11308 whole entry, looked up, the tested form may be a part): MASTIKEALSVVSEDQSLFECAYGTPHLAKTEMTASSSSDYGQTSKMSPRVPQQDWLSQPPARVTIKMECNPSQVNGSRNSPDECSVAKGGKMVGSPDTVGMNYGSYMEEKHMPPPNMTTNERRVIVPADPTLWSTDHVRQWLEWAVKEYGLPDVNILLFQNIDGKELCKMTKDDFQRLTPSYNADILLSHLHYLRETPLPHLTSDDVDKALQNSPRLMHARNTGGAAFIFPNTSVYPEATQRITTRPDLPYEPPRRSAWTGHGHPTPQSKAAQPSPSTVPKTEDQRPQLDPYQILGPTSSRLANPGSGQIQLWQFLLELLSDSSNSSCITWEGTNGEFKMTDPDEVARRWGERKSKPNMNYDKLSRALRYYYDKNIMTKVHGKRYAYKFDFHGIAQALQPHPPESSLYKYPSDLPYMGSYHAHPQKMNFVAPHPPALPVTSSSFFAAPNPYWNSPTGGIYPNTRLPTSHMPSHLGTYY
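His-tagged ERG Ets domain (1 uM in the protein solution; 300mM KCl, 50mM Tris-HCl, 1mM EDTA, 1mM DTT, pH 7.5) received compound, then a probe mix of 5 nM fluorescein-DNA and 100nM Texas-615-DNA. Fluorescence polarization was read for both dyes.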
ALOX12 inh – Primary qHTS assay for inhibitors of human arachidonate 12S-lipoxygenase (ALOX12): Round 2 | Potency, µM (doses to about 108 µM), for the others: top-dose activity change, negative = inhibition, most hits filed as inhibitors | Polyunsaturated fatty acid lipoxygenase ALOX12 (Homo sapiens), P18054 | 1.1% of 580,000 active | purified 12hLO, xylenol orange hydroperoxide absorbance | AID 1671190, 2021; note: % is set by controls: 0 for no effect and ±100 for the full control effect
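Hydroperoxide product was detected by ferrous iron/xylenol orange as the 573 to 405 nm absorbance ratio. Arachidonic acid at 40 uM (final) was turned over for 30 min at room temperature by 150 nM human 12hLO, pH 7.0 Hepes buffer, after 15 min compound preincubation.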
TrxR1 inh – qHTS Assay for Inhibitors of Mammalian Selenoprotein Thioredoxin Reductase 1 (TrxR1): qHTS; Thioredoxin reductase 1, cytoplasmic (Rattus norvegicus), O89049; recombinant rTrxR1, NADPH fluorescence consumption, selenite substrate; Potency, µM (doses to about 114 µM), for inactives: at the highest dose activity change, negative = inhibition, actives largely listed as inhibitors; 1% of 390,000 active; AID 588453, 2011; note: % is set by controls: 0 for no effect and ±100 for the full control effect; nearly all actives have a fitted effect of over 65% in size
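Rat TrxR1 (90 nM in the dispensed reagent) was pre-reduced with 400 uM NADPH for 5 min at room temperature, then incubated with compound for 15 min. After 400 uM selenite was added, NADPH fluorescence (Ex 340/Em 450 nm) was followed for 8 min.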
HP1b chromo inh – HTS for Inhibitors of HP1-beta Chromodomain Interactions with Methylated Histone Tails; AlphaScreen HP1-beta / biotin-H3K9me3 peptide binding; 0.56% of 390,000 active; Chromobox protein homolog 1 (Homo sapiens), P83916; Potency, µM (highest dose often 114 µM), without a hit: top-dose activity change, negative = inhibition, hits mostly inhibitors; note: nearly all actives have a fitted effect of over 70% in size; inactives centre near 23
Target sequence (P83916 whole entry, looked up): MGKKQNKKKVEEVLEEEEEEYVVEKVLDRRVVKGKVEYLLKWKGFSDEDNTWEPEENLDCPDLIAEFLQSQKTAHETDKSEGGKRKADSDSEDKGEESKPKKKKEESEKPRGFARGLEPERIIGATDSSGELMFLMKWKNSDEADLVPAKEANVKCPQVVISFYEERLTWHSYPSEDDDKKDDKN
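Compound inhibition of the preformed complex between 50 nM HP1-beta and 50 nM biotinylated H3K9me3 peptide was read by AlphaScreen. Buffer was PBS pH 7.4 with 0.01% Tween-20. Incubations ran 30 min at room temperature, with 10 ug/mL donor/acceptor beads.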
Pin1 inhibitor – qHTS Assay to Find Inhibitors of Pin1. Pin1 FP peptide displacement, HiFluor488, 10 min. Potency, µM (series often up to 115 µM), for the others: at the highest dose activity, negative = inhibition, most hits filed as inhibitors. 0.009% of 390,000 active. Peptidyl-prolyl cis-trans isomerase NIMA-interacting 1 (Homo sapiens), Q13526; active = well fitted inhibition curve with a large enough effect in the polarisation, with a control signal flat, not every such curve was filed as active; inconclusive = small, poorly fitted or top-dose-only effect, or effect the other way, or a change in a side signal; inactive = no such curve, though single readings can be large or run the other way; the % refers to the polarisation; note: % is set by controls: 0 for no effect and ±100 for the full control effect
PGK inhibitor – qHTS Assay to Find Inhibitors of Phosphoglycerate Kinase | AID 602233, 2012 | Phosphoglycerate kinase, glycosomal (Trypanosoma brucei brucei), P07378 | Potency, µM (highest dose often 57.5 µM), inactives show at the top dose activity change, negative = inhibition, actives largely listed as inhibitors | PGK/GAPDH coupled, Kinase-Glo luminescence, 60 min | 0.043% of 380,000 active; note: % is set by controls: 0 for no effect and ±100 for the full control effect; nearly all actives have a fitted effect of over 60% in size
Target sequence (P07378 whole entry, looked up): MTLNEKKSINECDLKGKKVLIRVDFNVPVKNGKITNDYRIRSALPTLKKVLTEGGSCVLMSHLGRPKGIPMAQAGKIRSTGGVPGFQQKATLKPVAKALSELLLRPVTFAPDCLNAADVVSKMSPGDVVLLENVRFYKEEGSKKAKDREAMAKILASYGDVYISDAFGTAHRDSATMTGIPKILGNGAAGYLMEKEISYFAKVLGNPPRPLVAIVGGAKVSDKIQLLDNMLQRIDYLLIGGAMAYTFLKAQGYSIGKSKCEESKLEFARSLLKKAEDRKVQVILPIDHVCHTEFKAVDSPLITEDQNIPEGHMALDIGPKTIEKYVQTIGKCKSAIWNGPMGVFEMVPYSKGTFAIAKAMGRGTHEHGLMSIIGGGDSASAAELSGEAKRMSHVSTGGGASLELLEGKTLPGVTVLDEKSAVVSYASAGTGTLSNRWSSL
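Luminescent ATP detection (Kinase-Glo Plus) follows a 60-minute room-temperature incubation, with wells lacking PGK as controls. Buffer: 100 mM TEA (pH 7.6), 5 mM MgCl2, 0.01% Tween-20. Coupling enzyme GAPDH (100 nM final) supplies unstable 1,3-BPG in-well.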
* = called active by the depositor; i = inactive; ? = inconclusive; / = no result given; & = joins results of further samples; [ ] = remark or other dose. Unless noted, calls come from the whole dose curve; as a rule, active = well fitted curve in the direction sought with a large enough effect; inconclusive = small, poorly fitted or top-dose-only effect, or another doubt; inactive = no such curve, though single readings can be large; an effect the other way counts as inactive or inconclusive. Potency is the fitted concentration of half-maximal effect.

SMILES | RGS4 inh | GLS inh | JMJD2A Tudor | ERG-DNA inh | ALOX12 inh | TrxR1 inh | HP1b chromo inh | Pin1 inhibitor | PGK inhibitor
Cc1ccc(Cn2c(C(=O)O)c(CNC3CCCC3)c3ccc(C)cc32)cc1 | 16.3% | 14.2% | -16.8% | -2.4% | -22.4% | 12.0% | -0.4% | -12.0% | -6.2%
Cc1ccc(SCC(=O)NC(C)c2ccccc2)cc1 (centres undefined) | -4.1% | -2.6% | 4.1% | -3.4% | 11.0% | -0.3%[57.1 µM] | 68.1%[activator] | -12.7% | 7.5%
CCOC(=O)c1c(NC(=O)CSc2ncnc3[nH]ncc23)sc2c1CCC(C)C2 (centres undefined) | -25.9% | -2.4% | -14.9% | 11.6% | 2.3% | 5.1% | 57.6%[activator] | 21.8% | -7.6%
COc1cccc(-n2cc(C(=O)O)c3ccccc3c2=O)c1 | -15.3% | -5.1% | -9.9% | / | -0.1% | 9.2% | 57.2%[activator] | -9.7% | -6.7%
Cc1c2cnccc2c(C)c2c1oc1ccccc12 | -18.5% | 2.6% | -5.6% | -2.5% | -4.8% | 12.4%[11.4 µM] | 71.7%[activator] | 2.6% | 2.8%
Nc1nonc1C(=O)N1CCCCC1 | -27.3% | -0.2% | 8.8% | -1.5% | 1.6% | 19.3%[57.1 µM] | 39.6%[activator] | 2.6% | -4.5%
CC(NC(=O)c1c(O)c2ccccc2[nH]c1=O)c1ccccc1 (centres undefined) | -2.2% | 6.2% | -8.8% | 11.1% | 19.0% | 3.2%[57.1 µM] | 19.1% | 0.0% | 3.3%
Cc1ccc2c(c1)C1C[N+](C)(CC(=O)c3ccccc3)CCC1N2C(=O)c1ccccc1Cl (centres undefined) | -24.3% | 8.6% | -23.3% | -2.2% | -2.7% | 10.8% | 12.9% | 1.1% | -8.4%
CCCCNC(=S)NNC(=O)c1ccc2c(c1)OCO2 | -28.2% | 17.8% | -9.9% | -0.1% | -9.4% | 21.9% | 9.8% | -7.5% | -5.1%
Cc1ccc(Cl)cc1N(C)C(=O)C1CCCN(c2ncnc3onc(-c4ccc(F)cc4)c23)C1 (centres undefined) | -19.2% | 0.2% | -19.4% | -2.9% | -10.3% | 19.6% | 23.2% | 18.9% | -5.7%
O=C(OCCOc1cccc(Cl)c1)c1ccc(F)c(S(=O)(=O)N2CCOCC2)c1 | -5.4% | -2.2% | 25.2% | 10.5% | 0.0% | 20.2% | 60.3%[activator] | 5.5% | -8.9%
CCOc1ccc2ccccc2c1/C=N/NC(=O)c1ccncc1 | -4.5% | 13.0% | -20.3% | -13.6% | 448.1%[activator] | 19.0% | 33.7% | 0.7% | -4.4%
CCc1ccc(N2C(=O)CN(Cc3ccccc3)C2=S)cc1 | -1.8% | 0.2% | -11.4% | 3.5% | ? | 7.0% | 24.3% | -0.8% | -9.3%
COc1ccc(CC(=O)c2ccc(OC)c(OC)c2C)cc1OC | 6.3% | 6.0% | -7.5% | -2.1% | -12.3% | -0.9% | 25.2% | -0.1% | -8.5%
COc1ccc(CNc2nc(NCc3ccc(OC)cc3)c3ncn(C4CCCC4)c3n2)cc1 | 5.8% | -8.4% | -20.8% | 5.4% | / | 18.9% | 19.5% | 1.3% | -2.6%
O=c1c2ccccc2n(Cc2ccc(Cl)cc2)c(=O)n1Cc1ccco1 | -1.4% | -3.1% | -2.1% | -2.1% | 0.0% | 0.1%[57.1 µM] | 8.7% | -4.3% | -7.6%
CCc1cccc(C)c1Nc1c(-c2cccc(O)c2)nc2nc(C)cc(C)n12 | 25.0% | 12.5% | ? | -6.2% | 3.3% | -7.1% | -8.8% | 72.3%[activator] | i
COc1ccc(-c2nc(-c3cccc(C)c3)[nH]c(=O)c2C#N)cc1 | -2.2% | 10.4% | -10.1% | -9.3% | -20.6% | 27.9%[57.1 µM] | 27.9% | -1.2% | 4.1%
COC(=O)c1cc2c(cc1NC(=O)CSCCc1ccccn1)OCO2 | -8.4% | -3.2% | 3.3% | -2.6% | 390.4%[activator] | 7.6% | 14.6% | -1.4% | -2.4%
Cc1ccc2c(c1)sc1nc(=O)n(-c3ccc(Cl)cc3)c(=O)n12 | 6.2%&-9.6% | 7.7%&-17.5% | -9.0%&-27.8% | 3.7%&-2.5% | -15.4%&-15.1% | 31.7%&26.8% | 7.4%&5.4% | 24.8%&16.0% | i
OCCC1CN(Cc2ccccc2O)CCN1CCc1ccccc1 (centres undefined) | 8.7% | 0.9% | -2.2%[57.1 µM] | 4.0% | -1.7% | -6.7%[57.1 µM] | 18.0% | -3.1% | i
Cc1ccc(NS(=O)(=O)c2cc(C(=O)NCc3ccccn3)ccc2Cl)cc1C | -4.0% | 18.0% | -11.8% | / | 18.1% | 8.8% | 17.3% | -1.4% | 4.0%
CCN(CC)C(=O)c1c(C)nc2ccccn12 | -2.0% | 4.1% | -3.8% | -1.8% | / | 11.9%[57.1 µM] | 16.2% | -2.6% | 5.6%
Cc1nnc(N(C)C(=O)Cc2ccc3c(c2)OCO3)s1 | 2.6% | -2.3% | -19.7% | -3.6% | -2.1% | 3.8% | 42.8%[activator] | -4.0% | -11.5%
O=C(CCS(=O)(=O)c1ccc(Cl)cc1)Nc1nnc(-c2cccs2)o1 | -1.2% | -3.8% | -31.5% | 4.2% | -9.9% | -0.2%[57.1 µM] | 44.7%[activator] | -3.2% | 0.0%
The listing continues:
SMILES | RGS4 inh | GLS inh | JMJD2A Tudor | ERG-DNA inh | ALOX12 inh | TrxR1 inh | HP1b chromo inh | Pin1 inhibitor | PGK inhibitor
CC(=O)Nc1ccc(S(=O)(=O)Nc2cc(S(=O)(=O)N3CCCCC3)ccc2O)cc1 | -12.9% | 20.9% | ? | 10.1% | -7.6% | -10.1%[57.1 µM] | 6.8% | 1.7% | -8.8%
CN(C)c1ccc(O)c2c1CC1CC3[C@@H](N(C)C)C(=O)C(C(N)=O)=C(O)[C@]3(O)C(=O)C1=C2O (some centres undefined) | 16.5% | -0.3% | -12.2% | -7.1% | ? | 16.4% | 26.5% | 2.1% | -14.0%
CSC[C@H](NC(=O)Cc1c(C)c2cc3c(C)c(C)oc3cc2oc1=O)C(=O)N[C@@H](Cc1ccccc1)C(=O)O | -4.9% | 15.7% | -29.3% | 8.0% | / | -3.8% | 1.1% | 5.1% | -12.8%
CC(C)(C)NS(=O)(=O)c1ccc2nc(NC(=O)c3cccnc3)sc2c1 | -14.1% | 10.1% | -8.1% | 0.6% | -17.7% | 9.6%[57.1 µM] | 28.7%[57 µM] | 1.6% | -1.3%
O=C(Cc1ccc(NC(=O)C2CCN(C(=O)C3CCCC3)CC2)cc1)Nc1ccc(C(=O)N2CCOCC2)cc1 | -21.5% | 1.0% | -2.2% | 6.7% | -8.4% | -3.2% | 67.5%[activator] | ? | 9.2%
Cc1ccc2[nH]c(-c3ccccc3)c(CN3CCN(C)CC3)c(=O)c2c1 | 19.7% | 15.0% | -4.9% | / | 0.5% | 2.3% | 16.0% | 10.2% | /
COc1ccccc1NC(=O)c1csc2c1CCC(C)C2 (centres undefined) | -4.9% | 0.8% | 87.3%[activator] | -2.2% | -10.4% | 23.4% | 129.2%[activator] | ? | -8.5%
O=C(NCc1ccc(F)cc1)C(=O)NCC1OCCCN1S(=O)(=O)c1cccs1 (centres undefined) | 34.0% | 8.0% | -8.2% | 6.5% | / | 22.5% | 10.9% | 5.4% | -0.9%
O=C(CSc1nc2ncccc2[nH]1)NCc1ccccc1 | 10.2% | 4.2% | -15.1% | -5.8% | 0.9% | -22.4%[57.1 µM] | 4.8% | -10.2% | -3.8%
O=C(Cc1cccc2ccccc12)Nc1cccnc1 | 11.3% | 3.0% | -5.1% | -3.6% | 0.0% | 3.2%[57.1 µM] | 33.6% | -0.3% | 0.5%
COc1ccc(CCn2c(=O)[nH]c3cc(C(=O)NCCCN4CCOCC4)ccc3c2=O)cc1OC | -10.1% | -5.9% | -18.3% | 6.0% | 6.9% | 22.1% | 30.0% | -18.6% | -3.8%
CC(C)(C)OC(=O)NCCCCc1cn(CC(=O)N2CCN(C(=O)OC(C)(C)C)CC2)nn1 | -0.8% | 7.5% | 2.9% | -3.8% | 17.5% | -13.9% | 49.8%[activator] | -1.3% | -1.8%
CC(C)NC(=O)Nc1n[nH]c(Nc2ccc(Cl)cc2)n1 | -0.6% | 18.8% | -8.3% | -9.2% | -1.8% | 14.2% | 45.0%[activator] | -5.2% | -9.6%
CCC(=O)N1CCN(c2nnc(-c3ccccc3)c3ccccc23)CC1 | -18.3% | -2.1% | -3.4% | 2.3% | 0.9% | 17.5%[57.1 µM] | 33.8% | -3.0% | 3.4%

Some of the compounds tested. The share of hits here may be higher or lower than overall.
